Screening results: PubChem, Sanford-Burnham Center for Chemical Genomics
Hsp70 inhibitors – Hsp70 inhibitors, probe displacement, primary screen, biochemical, fluorescence polarization (AID 583); Heat shock 70 kDa protein 1A (Homo sapiens); Hsp70 fluorescence polarization probe displacement, mP; higher % means a stronger effect; actives 0.06% (n = 140,000); one-dose displacement, % at 20 µM; IC50 in µM for titrated hits; in the data active = displacement above about 50%;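 note: plate controls were vehicle for no effect and reference ligand for full effect; a part of the inactive calls stands beside numbers as strong as those of hits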
MKP-3 inhibition – MKP-3 phosphatase inhibitors, primary screen, biochemical, rat enzyme, in vitro (AID 425) | recombinant MKP-3 phosphatase activity, fluorescence; higher % means a stronger effect | actives 0.17% (n = 110,000) | one-dose inhibition, % at 20 µM; IC50 in µM for titrated hits | Dual specificity protein phosphatase 6 (Rattus norvegicus); in the data active = inhibition above about 50%;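 note: plate controls were vehicle for no effect and reference inhibitor for full effect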
Starred values were filed as active, the others as inactive; & = joins results of further samples.

For CNC(=O)N(O)C1N(C)C(=O)N(CC(=O)OC)C1(C)C (centres undefined) the results were Hsp70 inhibitors 4.7% and MKP-3 inhibition -10.7%.
For CC(=O)Nc1ccc(S(=O)(=O)N2CCN(c3cc(C)nc4ccccc34)CC2)cc1 the results were Hsp70 inhibitors 1.2% and MKP-3 inhibition -1.6%.
`COC(=O)C1=NN(C(=O)c2cccc(OC)c2)C(C)(O)C1` (centres undefined) gave Hsp70 inhibitors 6.3% and MKP-3 inhibition 0.4%.
`COc1ccccc1CNC(=O)c1ccc(CN(c2ccccc2)S(=O)(=O)c2ccccc2)cc1` gave Hsp70 inhibitors 0.8% and MKP-3 inhibition 0.5%.
NC(=O)Cn1c(-c2nonc2N)nc2ccccc21 was read as Hsp70 inhibitors 4.8% and MKP-3 inhibition -3.2%.
`Cc1cc(/C=C2\NC(=S)NC2=O)c(C)n1-c1cccc([N+](=O)[O-])c1` gave Hsp70 inhibitors 1.2% and MKP-3 inhibition 2.8%.
O=C(Nc1ccc(Nc2ccccc2)c2c1C(=O)c1ccccc1C2=O)c1ccccc1 was read as Hsp70 inhibitors 3.7% and MKP-3 inhibition 3.9%.
Screening COc1ccc(/C=C/C(=O)c2c3c(c(C)[nH]c2=O)CCCC3)cc1 returned Hsp70 inhibitors 1.9% and MKP-3 inhibition 0.3%.
Cn1/c(=N/N=C/c2c(F)cccc2Cl)sc2ccccc21 was read as Hsp70 inhibitors 0.1% and MKP-3 inhibition 4.6%.
`Cc1ccc(NC(=O)CN(c2ccc(C)c(Cl)c2)S(C)(=O)=O)c(C)c1` gave Hsp70 inhibitors 2.6% and MKP-3 inhibition -0.4%.
Screening Cc1cc(N(C)C)c(C#N)c(N2CCOCC2)n1 returned Hsp70 inhibitors -2.1% and MKP-3 inhibition -14.3%.
Screening O=C(NC1CCCCC1)NC1CC2CCC(C1)N2C(=O)NCc1ccccc1 (centres undefined) returned Hsp70 inhibitors 1.2% and MKP-3 inhibition -2.2%.
Cc1nnc(SCc2nc3ccccc3[nH]2)s1 was read as Hsp70 inhibitors 1.1% and MKP-3 inhibition -13.0%.
CC(=O)N1CCc2cc(Br)cc(S(=O)(=O)N3CCN(C(=O)c4ccco4)CC3)c21 was read as Hsp70 inhibitors 1.4% and MKP-3 inhibition 0.9%.
`C=C(C)Cn1c(N2CCN(CC)CC2)nc2c1c(=O)[nH]c(=O)n2C` gave MKP-3 inhibition -0.5%.

Three entries picked at random from the list so far, as already listed:
`C=C(C)Cn1c(N2CCN(CC)CC2)nc2c1c(=O)[nH]c(=O)n2C` gave MKP-3 inhibition -0.5%.
For CNC(=O)N(O)C1N(C)C(=O)N(CC(=O)OC)C1(C)C (centres undefined) the results were Hsp70 inhibitors 4.7% and MKP-3 inhibition -10.7%.
CC(=O)N1CCc2cc(Br)cc(S(=O)(=O)N3CCN(C(=O)c4ccco4)CC3)c21 was read as Hsp70 inhibitors 1.4% and MKP-3 inhibition 0.9%.

(listing goes on)
Screening Cc1cccc(S(=O)(=O)Nc2cccc(-c3cn4ccsc4n3)c2)c1 returned Hsp70 inhibitors -8.4% and MKP-3 inhibition -10.4%.
CCOC(=O)C(CCc1nnc(N)s1)C(=O)OCC was read as Hsp70 inhibitors 0.2%&5.3% and MKP-3 inhibition -5.5%&0.0%.
`CC[n+]1c(/C=C/c2ccc(-c3ccc([N+](=O)[O-])cc3)o2)ccc2ccccc21` gave Hsp70 inhibitors -121.5% and MKP-3 inhibition 2.4%.
For CCCC(=O)Nc1ccc(NC(=O)c2cccs2)cn1 the results were Hsp70 inhibitors 0.4% and MKP-3 inhibition -12.3%.
`O=C(Nc1ccc(Cl)cn1)S(=O)(=O)c1ccccc1` gave Hsp70 inhibitors 6.8% and MKP-3 inhibition -1.4%.
O=C(Nc1cccnc1)c1coc(=O)c2ccccc12 was read as Hsp70 inhibitors 4.3% and MKP-3 inhibition 8.6%.
For O=[N+]([O-])c1ccc(Nc2ccc(Br)cc2)nc1 the results were Hsp70 inhibitors -4.6% and MKP-3 inhibition 1.8%.
Screening O=C(N/N=C/c1ccc[nH]1)c1cccnc1 returned Hsp70 inhibitors -3.3%.
Screening CCOc1ccc2cc(S(=O)(=O)N3CCCCC3)ccc2c1 returned Hsp70 inhibitors 3.0% and MKP-3 inhibition 0.8%.
Screening O=S(=O)(c1ccccc1)c1nc(-c2ccccc2)oc1N1CCCCC1 returned Hsp70 inhibitors 1.5%.
CC1CCCC(C)N1CCNC(=O)C1CCN(S(=O)(=O)N2CCCCC2)CC1 (centres undefined) was read as Hsp70 inhibitors 2.1% and MKP-3 inhibition -5.0%.
For CCOc1ccc(CC(C(=O)NN)C(=O)NN)cc1CN(C)C the results were Hsp70 inhibitors -1.0%.
For O=C(CCc1ccccc1)Nc1cc(C(=O)O)cc(C(=O)O)c1 the results were Hsp70 inhibitors 0.3% and MKP-3 inhibition 3.0%.
Screening CC(C)C(C(=O)Nc1ccc(F)cc1)N1C(=O)c2ccccc2C1=O (centres undefined) returned Hsp70 inhibitors 4.8% and MKP-3 inhibition 3.2%.
For CC1CCN(C(=O)CSc2nc(N)c3c4c(sc3n2)CN(C)CC4)CC1 the results were Hsp70 inhibitors 6.5% and MKP-3 inhibition 0.7%.
O=C(NC(=S)Nc1cccc(-c2nc3ccccc3s2)c1)c1ccco1 was read as Hsp70 inhibitors 0.2% and MKP-3 inhibition 1.9%.
COc1ccc(OC)c(C(=O)CC2OC(=O)c3ccccc32)c1 (centres undefined) was read as Hsp70 inhibitors 1.4% and MKP-3 inhibition -11.7%.
For CC1=C(C(=O)NCCCOC(C)C)C2(CCC(C)CC2)OC1=O (centres undefined) the results were Hsp70 inhibitors 0.2% and MKP-3 inhibition -0.9%.
For Cc1cc(C)c2nc(N3CCC(C(=O)N4CCCC4)CC3)sc2c1 the results were Hsp70 inhibitors -2.3% and MKP-3 inhibition 2.3%.
Screening Cc1ccc(N2NC(=O)/C(=C/c3ccc(C)c([N+](=O)[O-])c3)C2=O)cc1Cl returned Hsp70 inhibitors 4.4% and MKP-3 inhibition 0.5%.
Screening Clc1cccc(OCCn2cncn2)c1Cl returned Hsp70 inhibitors 9.5% and MKP-3 inhibition -3.0%.
`CCOc1cccc(OCCOCCn2cnc3ccccc3c2=O)c1` gave Hsp70 inhibitors -7.2%.
Screening Cn1c(=O)[nH]c(=O)c2[nH]c(CN3CCN(Cc4ccccc4)CC3)nc21 returned MKP-3 inhibition -3.7%.
Cc1ccc(NC(=O)c2ccc(Br)o2)cc1Cl was read as Hsp70 inhibitors 0.1% and MKP-3 inhibition 0.7%.
`CN1CCN(c2nc(C#N)cc(-c3ccccc3)n2)CC1` gave Hsp70 inhibitors -0.1%.
Screening COc1ccc(C(C)=O)cc1CN1C(=O)NC2(CCCCC2C)C1=O (centres undefined) returned Hsp70 inhibitors -3.7%.
For O=C(N/N=C\c1cccc(Cl)c1Cl)c1cnccn1 the results were Hsp70 inhibitors 4.8% and MKP-3 inhibition 3.2%.
For N#Cc1cc(Oc2ccc(Cl)cc2)c(N2CCOCC2)cc1C#N the results were Hsp70 inhibitors 2.8%.
O=S(=O)(c1cccs1)N1CCN(Cc2nc3ccccc3s2)CC1 was read as Hsp70 inhibitors 2.1% and MKP-3 inhibition -11.5%.
For COc1ccc(CN2CC(C(=O)NCCN3CCOCC3)CC2=O)cc1 (centres undefined) the results were Hsp70 inhibitors -5.4% and MKP-3 inhibition -7.1%.
`COc1ccc(CNC(=O)CSc2nc3ccccc3s2)cc1` gave Hsp70 inhibitors -1.9% and MKP-3 inhibition -2.3%.
`CCc1nc(SCC(=O)Nc2ccnc3ccccc23)n[nH]1` gave Hsp70 inhibitors -0.3% and MKP-3 inhibition -9.8%.
Screening CCOC(=O)c1nn(-c2ccc(Cl)cc2)c2nc(CC)c(C#N)c(=O)n12 returned Hsp70 inhibitors 8.4%.
CCCc1[nH]nc2c1C(c1ccccc1OCC)C(C#N)=C(N)O2 (centres undefined) was read as Hsp70 inhibitors 3.7% and MKP-3 inhibition -4.1%.
Cc1cc(C)nc(NS(=O)(=O)c2ccc(N/C=C3\CCCC3=O)cc2)n1 was read as Hsp70 inhibitors 1.6%.
O=C(N/N=C\c1cc(I)cc(I)c1O)c1ccc([N+](=O)[O-])cc1 was read as Hsp70 inhibitors 2.3% and MKP-3 inhibition 4.4%.
For CC(NC(=O)c1ccco1)C(=O)N1CCc2ccccc2C1 (centres undefined) the results were Hsp70 inhibitors -8.2%.
For CC1(C)C(=O)N(Cc2ccc(Cl)c(Cl)c2)c2ccccc2N1C(=O)c1cccc([N+](=O)[O-])c1 the results were Hsp70 inhibitors -4.7% and MKP-3 inhibition 4.8%.
`O=C(O)CCN1C(=O)/C(=C/c2ccc(Cl)cc2Cl)SC1=S` gave Hsp70 inhibitors 4.1% and MKP-3 inhibition 0.0%.
S=P(c1ccc(N2CCOCC2)cc1N1CCOCC1)(N1CCOCC1)N1CCOCC1 was read as Hsp70 inhibitors 0.5% and MKP-3 inhibition -8.6%.
COc1ccccc1/C=N/Nc1cc(N2CCOCC2)nc(N2CCOCC2)n1 was read as Hsp70 inhibitors -0.6% and MKP-3 inhibition 0.5%.
`Cc1ccccc1NC(=O)c1cccnc1` gave Hsp70 inhibitors 0.4% and MKP-3 inhibition 1.1%.
For COC(=O)C1(CCSC)NC(c2ccc(O)cc2)C2C(=O)N(c3ccc4c(c3)OCCO4)C(=O)C21 (centres undefined) the results were Hsp70 inhibitors 1.7% and MKP-3 inhibition -8.3%.
COc1ccccc1C(=O)N1CCN(c2cccc(Cl)c2)CC1 was read as Hsp70 inhibitors 4.7% and MKP-3 inhibition 5.9%.
FC(F)Oc1ccc(-c2csc(Cc3nnc4n3CCCCC4)n2)cc1 was read as Hsp70 inhibitors 0.6% and MKP-3 inhibition -5.3%.
Screening Cc1ccc(Nc2nc(N)nc(CN3CCN(Cc4ccc5c(c4)OCO5)CC3)n2)cc1 returned Hsp70 inhibitors 3.8% and MKP-3 inhibition -9.0%.
Screening Nc1ccccc1-c1nnc(SCc2ccccc2F)[nH]c1=O returned Hsp70 inhibitors -3.6% and MKP-3 inhibition -6.7%.
COc1ccccc1C(c1nnnn1C(C)(C)C)N1CCCc2ccccc21 (centres undefined) was read as Hsp70 inhibitors -2.8%.
For O=C(Nc1ccccc1O)c1cccc2c(Br)cccc12 the results were Hsp70 inhibitors -3.6% and MKP-3 inhibition 3.0%.
For Cc1n[nH]c(C)c1S(=O)(=O)N1CCOCC1 the results were Hsp70 inhibitors -0.2% and MKP-3 inhibition -3.2%.
For C/C(NCc1ccccc1)=C(\C#N)C(=O)NCc1ccccc1 the results were Hsp70 inhibitors -5.2%&-1.0% and MKP-3 inhibition 2.3%.
Cc1cc(C)nc(SCC(=O)NCCc2ccccc2)n1 was read as Hsp70 inhibitors 1.1% and MKP-3 inhibition -2.9%.
COc1ccc(S(=O)(=O)Nc2ccc(F)c(F)c2)cc1Cl was read as Hsp70 inhibitors 2.9% and MKP-3 inhibition -17.0%.
`COc1cccc2c1NC(c1ccccc1Cl)C1CC=CC21` (centres undefined) gave Hsp70 inhibitors 11.9% and MKP-3 inhibition 0.2%.
Screening COc1ccc(C2(C)NC(=O)N(CC(=O)NCCC3=CCCCC3)C2=O)cc1OC (centres undefined) returned Hsp70 inhibitors -4.5%.
Screening O=C1CC(c2ccc3c(c2)OCO3)c2cc(Br)c3ccccc3c2N1 (centres undefined) returned Hsp70 inhibitors 3.7% and MKP-3 inhibition 2.4%.
`CC(C)CC(=O)Nc1ccc2c(c1)oc1ccccc12` gave Hsp70 inhibitors -3.3%.
O=C(Nc1ccc2c(c1)OCO2)C1CCN(c2ccc(S(=O)(=O)N3CCOCC3)cc2)CC1 was read as Hsp70 inhibitors -4.8% and MKP-3 inhibition -0.6%.
Screening CCOC(=O)COc1ccc(Cl)cc1C1NC(=O)NC(C)=C1C(C)=O (centres undefined) returned Hsp70 inhibitors -1.1% and MKP-3 inhibition -4.0%.
`CCOc1nc(SCCOc2ccccc2)nc(N(C)C)n1` gave Hsp70 inhibitors 1.1% and MKP-3 inhibition 8.8%.

4 neighbouring compounds already listed, for reference:
Screening CCOC(=O)c1nn(-c2ccc(Cl)cc2)c2nc(CC)c(C#N)c(=O)n12 returned Hsp70 inhibitors 8.4%.
CCCc1[nH]nc2c1C(c1ccccc1OCC)C(C#N)=C(N)O2 (centres undefined) was read as Hsp70 inhibitors 3.7% and MKP-3 inhibition -4.1%.
Cc1cc(C)nc(NS(=O)(=O)c2ccc(N/C=C3\CCCC3=O)cc2)n1 was read as Hsp70 inhibitors 1.6%.
O=C(N/N=C\c1cc(I)cc(I)c1O)c1ccc([N+](=O)[O-])cc1 was read as Hsp70 inhibitors 2.3% and MKP-3 inhibition 4.4%.

Later entries
Screening CCCCCn1ccc(=O)c2c(C(F)(F)F)nccc21 returned Hsp70 inhibitors -1.6%.
For COc1cccc(N2C(=O)C(CC(=O)Nc3ccc(F)cc3)N(C3CCCCC3)C2=O)c1 (centres undefined) the results were Hsp70 inhibitors 2.3% and MKP-3 inhibition -2.8%.
Screening CCOC(=O)C(Nc1cc2oc3ccccc3c2cc1OC)c1ccccc1 (centres undefined) returned Hsp70 inhibitors -3.6% and MKP-3 inhibition 4.8%.
Screening CSc1ccccc1C(=O)NC1CC2CCC1C2 (centres undefined) returned Hsp70 inhibitors 5.9% and MKP-3 inhibition 1.4%.
Screening Cc1ccc(CCNC(=O)C2CCN(C(=O)c3sccc3-n3cccc3)CC2)cc1 returned Hsp70 inhibitors 2.1% and MKP-3 inhibition -4.9%.
CCOC(=O)c1ccc(N2C(=O)CC(NC3CCN(C(=O)c4cccc(Cl)c4)CC3)C2=O)cc1 (centres undefined) was read as Hsp70 inhibitors 6.5% and MKP-3 inhibition -13.8%.
Screening O=c1ccc(=O)n2n1CC(O)C2 returned Hsp70 inhibitors -1.2% and MKP-3 inhibition -10.4%.

The list is partial; the hit share may differ from the screen's.
